Assay outcomes deposited in PubChem BioAssay by NCI.
Growth percent in the NCI-60 one-dose screen (48 h, 10 µM unless noted): 100 = growth as untreated, 0 = no growth, -100 = all killed.
A549/ATCC – A549/ATCC NSCLC; hit rate 3.7% among 81,000; AID 1794740
M14 – M14 melanoma. hit rate 6.2% among 80,000. AID 1794745
HOP-92 – HOP-92 NSCLC cells | hit rate 6.3% among 71,000
EKVX – EKVX NSCLC | hit rate 3% among 71,000 | AID 1794765
CCRF-CEM – CCRF-CEM leukemia. hit rate 7% among 77,000. AID 1794778
RPMI-8226 – RPMI-8226 leukemia cells; hit rate 7.5% among 77,000; AID 1794781
HOP-62 – HOP-62 NSCLC; hit rate 3.9% among 80,000; AID 1794735
MOLT-4 – MOLT-4 leukemia cells. hit rate 6.9% among 80,000. AID 1794779
* hit, by the source's call; / = no result given; & = joins results of further samples; [ ] = another dose, or the depositor's remark. The calls were made as follows: active = growth percent below 10; inactive = the rest.

SMILES | A549/ATCC | M14 | HOP-92 | EKVX | CCRF-CEM | RPMI-8226 | HOP-62 | MOLT-4
CCCCCCOC(OCCCCCC)c1ccccc1 | 99 | 101 | 101 | 99 | 109 | 104 | 92 | 109
O=C1CCC(N2Cc3c(CNC(=O)c4ccc(C(F)(F)F)cc4)cccc3C2=O)C(=O)N1 (centres undefined) | 84 | 99 | 69 | 84 | 99 | 90 | 105 | 107
CC(C)(C)c1ccc(NCc2cn(-c3ccc(C(F)(F)F)cc3)nc2-c2ccc(C(=O)O)cc2)cc1 | 60 | 86 | 70 | 91 | 79 | 69 | 87 | 81
C=C1C(=O)O[C@H]2[C@H]1CC/C(Cn1cc(COC(=O)NCCOCCOCC(=O)Nc3ccc(OC)c(C(N)=O)c3O)nn1)=C\CC[C@@]1(C)O[C@@H]21 | 92 | 101 | 82 | 99 | 78 | 93 | 96 | 98
CN1CCC[C@@H]1CCO[C@](C)(c1ccccc1)c1ccc(Cl)cc1 | / | 16 | 52 | 69 | 65 | 70 | 75 | 68
c1cnc2nc3c4ccccc4c4ccccc4c3nc2c1 | 61 | 101 | 69 | 71 | 77 | / | 77 | 81
CCNC(=S)NN | 72 | 87 | 87 | / | 46 | 76 | 76 | 73
COc1ccc2[nH]cc(/C=N/Nc3ccnc4cc(Cl)ccc34)c2c1 | -49* | -80* | -92* | -97* | -43* | -63* | -57* | -48*
O=C(O)CSc1ccc(NCc2oc(CO)cc(=O)c2O)cc1 | 103 | 75 | / | 106 | / | / | 105 | 88
[2H]C([2H])([2H])Oc1ccc(/C=C/C(=O)/C=C(O)/C=C/c2ccc(OC([2H])([2H])[2H])c(OC([2H])([2H])[2H])c2)cc1OC([2H])([2H])[2H] | 32 | 53 | 73 | 53 | 22 | 6.8* | 48 | 61
O=C1Nc2cc(OC(F)(F)F)ccc2Oc2ccc(-c3ccnc(N4CC[C@H](O)C4)c3)cc21 | 0.7* | -1.7* | 46 | 46 | 13 | 17 | 25 | 11
N#CCC(=O)Nc1ncc(Cc2ccccc2Cl)s1 | 91 | 93 | 83 | 91 | 103 | 86 | 90 | 95
CCN(CC)CCOc1ccc(C2=C(c3ccccc3)CCc3cc(OC)ccc32)cc1 | / | -64* | / | 54 | -38* | -65* | -75* | -50*
Cc1ccc(Nc2c(C(N)=O)cnc3ccc(C(=O)/C=C/c4ccc(Cl)cc4)cc23)cc1 | 94 | 105 | 102 | / | 103 | 102 | 88 | 108
CCCCCCCC/C=C\CCCCCCCCOc1ccc(CC(=O)NCC[N+]2(C)CCCCC2)cc1 | 93 | 83 | 90 | 95 | 60 | 75 | 69 | 86
Cc1cc(N2CCOCC2)nc(N(CCCNc2ccnc3cc(Cl)ccc23)Cc2ccc3c(c2)OCO3)n1 | 2.5* | -61* | -26* | 3.5* | -5.6* | -2.5* | -18* | -36*
C/C(=N\O)[C@H]1CC[C@H]2[C@@H]3CC[C@@H]4C/C(=N/O)CC[C@]4(C)[C@H]3[C@@](C)(O)C[C@]12C | 100 | 113 | 108 | 94 | 65 | 58 | 101 | 66
CCOC(=O)C1=C(CN2CCCC2)N(C)C(=O)NC1c1ccccc1 (centres undefined) | 101 | 96 | 115 | 91 | 106 | 108 | 97 | 96
CC(C)CNCCOC(=O)c1ccc(N)cc1 | 85&98&101 | 100&97&88 | 113&81&82 | 102&95&93 | 91&74&101 | 105&104&99 | 94&89&86 | 57&78&115
CC(=O)Nc1cccc(OCC(=O)O)c1 | 96 | 99 | 89 | 96 | 94 | 92 | 91 | 102
O=C(Nc1ccc(-c2n[nH]c(=S)n2/N=C/c2c[nH]c3ccccc23)cc1)c1cccnc1 | 104 | 100 | 109 | 104 | 102 | / | 99 | 100
S=C1N(c2ccccc2)CN(C2CCCCC2)CN1c1ccccc1 | 46 | 100 | / | / | 81 | 103 | 100 | 125
COC1=CC(c2ccc[nH]2)=N/C1=C\c1[nH]c(C)c(C)c1CCC(=O)OCc1ccccc1 | 10 | -61* | -28* | -22* | 0.7* | -51* | -3.0* | -24*
Cl.Fc1c[c-]c(-c2ccccn2)c(F)c1.[Pt].c1ccc(P(c2ccccc2)C([PH+](c2ccccc2)c2ccccc2)[PH+](c2ccccc2)c2ccccc2)cc1 | 15 | 19 | -13* | 21 | 17 | / | 26 | 13

Whole records, quoted from the list. Screens in order: A549/ATCC	M14	HOP-92	EKVX	CCRF-CEM	RPMI-8226	HOP-62	MOLT-4
C/C(=N\O)[C@H]1CC[C@H]2[C@@H]3CC[C@@H]4C/C(=N/O)CC[C@]4(C)[C@H]3[C@@](C)(O)C[C@]12C is entered as 100	113	108	94	65	58	101	66
Cc1cc(N2CCOCC2)nc(N(CCCNc2ccnc3cc(Cl)ccc23)Cc2ccc3c(c2)OCO3)n1 is entered as 2.5*	-61*	-26*	3.5*	-5.6*	-2.5*	-18*	-36*
Cc1ccc(Nc2c(C(N)=O)cnc3ccc(C(=O)/C=C/c4ccc(Cl)cc4)cc23)cc1 is entered as 94	105	102	/	103	102	88	108
Cl.Fc1c[c-]c(-c2ccccn2)c(F)c1.[Pt].c1ccc(P(c2ccccc2)C([PH+](c2ccccc2)c2ccccc2)[PH+](c2ccccc2)c2ccccc2)cc1 is entered as 15	19	-13*	21	17	/	26	13
CC(=O)Nc1cccc(OCC(=O)O)c1 is entered as 96	99	89	96	94	92	91	102

Copied from the list.
HOP-92 result of `O=C(Nc1ccc(-c2n[nH]c(=S)n2/N=C/c2c[nH]c3ccccc23)cc1)c1cccnc1` is entered as 109
A549/ATCC result of `CC(=O)Nc1cccc(OCC(=O)O)c1` is entered as 96
CCRF-CEM result of `CC(C)CNCCOC(=O)c1ccc(N)cc1` is entered as 91&74&101

The list goes on:
SMILES | A549/ATCC | M14 | HOP-92 | EKVX | CCRF-CEM | RPMI-8226 | HOP-62 | MOLT-4
CCOC(=O)c1c(NCC(=O)Nc2ccc([N+](=O)[O-])cc2Cl)sc2c1CCCC2 | 90 | 100 | / | 80 | 72 | 86 | 83 | 66
CCC/C=C(/C(C)=O)C(=O)OCC | 91 | 118 | / | 168 | 143 | 104 | 108 | 135
O=C(O)C1(NO)CCCCC1 | 114 | 111 | 104 | 101 | 88 | 102 | 98 | 79
C[C@@H](Nc1c(C#N)cnc2ccc(-c3cnc(N)nc3)cc12)c1ccccc1 | 16 | 21 | -11* | 4.1* | 14 | -27* | 31 | 0.2*
COc1ccc2cc(C(=O)c3coc4ccc(O)cc34)ccc2c1 | 93 | 108 | 95 | 103 | 56 | 91 | 95 | 81
COc1cc2ncnc(-n3ncc4cc(NC(=O)Nc5ccccc5)ccc43)c2cc1OC | 24 | 6.8* | -20* | -1.7* | 23 | 16 | / | 3.9*
O=C(NCc1ccco1)Nc1c(Cl)cc(Cl)cc1Cl | 102 | 99 | 80 | / | / | 100 | 97 | 108
Cl/N=C1/C=CC=C/C1=N/Cl | 104 | 107 | / | / | / | 88 | 88 | 96
COc1cc(NC(=O)SC2=NCCS2)cc(OC)c1 | 101 | 103 | 85 | 113 | 99 | 63 | 108 | 110
c1coc(-c2cc3nc(N4CCOCC4)nc(-c4ccco4)n3n2)c1 | 101 | 100 | / | 107 | 100 | 99 | 115 | 97
COc1ccccc1NC(=O)c1cc2cc(Br)ccc2cc1O | 3.5* | 20 | / | 22 | -5.0* | -30* | 6.3* | -0.3*
CNC(=O)c1cc(Oc2ccc3nc(NC(=O)c4cc(F)cc(F)c4)sc3c2)ccn1 | 79 | 101 | 69 | 91 | 81 | 72 | 98 | 89
O=C1NC(=Nc2ccc(O)cc2)S/C1=C\c1cccs1 | 35 | 35 | -8.0* | 39 | 12 | 2.9* | 47 | 23
Oc1ccc(-c2ccccc2)cc1Cl | 108 | 100 | / | 100 | 84 | / | 107 | 44
CN1CCN(C)Cc2ccccc2C2=NN=C(O2)c2cccc(n2)C2=NN=C(O2)c2ccccc2CN(C)CC1 | 72 | 60 | 105 | 71 | 51 | 38 | 55 | 35
COc1ccc(-c2ncnc3c2ncn3CC#CCCl)cc1 | 60 | 70 | 9.4* | 115 | 19 | 35 | 77 | 4.9*
O=C(O)COc1ccc(-c2ccccc2)cc1 | 103 | 99 | 106 | 106 | / | 97 | 108 | 97
COc1ccc(-c2cc(-c3nnc(SC/C(=N\O)c4ccccc4)n3-c3ccccc3)c3ccccc3n2)cc1 | 97 | 116 | 95 | 103 | 103 | 98 | 91 | 98
N=C1CC(=O)NN1C(=O)CSc1nc2sc3c(c2c(=O)n1-c1ccc(Cl)cc1)CCCC3 | 102 | 99 | 80 | 98 | 103 | 102 | 90 | 103
CCCCCCC(C)OC(=O)c1ccccc1C(=O)O (centres undefined) | 48 | 99 | / | 104 | 91 | 78 | 97 | 96
Cc1ccc(Nc2ccc3c4c(cc(=O)n3C)-c3ccccc3C(=O)c24)c(S(=O)(=O)O)c1 | 98 | 101 | 108 | 104 | 101 | 102 | 93 | 100
CCOC(=O)c1cc(C(=O)c2ccc(Br)cc2)n2ccc(OC)cc12 | 86 | 102 | 71 | 89 | 94 | 83 | / | 105
CCOC(=O)CCC(=O)O[C@H]1[C@H](O[C@@H]2[C@@H](C)[C@H](O[C@H]3C[C@@](C)(OC)[C@@H](O)[C@H](C)O3)[C@@H](C)C(=O)O[C@H](CC)[C@@](C)(O)[C@H](O)[C@@H](C)C(=O)[C@H](C)C[C@@]2(C)O)O[C@H](C)C[C@@H]1N(C)C | / | 97 | 102 | 100 | 91 | 97 | 95 | 94
O=c1oc2cc(N3CCOCC3)ccc2cc1-c1nc2ccccc2[nH]1 | 103 | 101 | 79 | / | 101 | 95 | 100 | 100
C/C=C(\C)C(=O)O[C@@H]1C2C(=O)[C@@](C)([C@@H]([C@@H](O)C(=O)OC)C1(C)C)[C@H]1CC[C@]3(C)C(CC(=O)O[C@H]3c3ccoc3)[C@]13OC23 (some centres undefined) | 79 | 102 | 81 | 89 | 92 | 93 | 93 | 93
Cc1ccc(S(=O)(=O)OCC2CC=CCC2COS(=O)(=O)c2ccc(C)cc2)cc1 (centres undefined) | 81 | 88 | 71 | 63 | 76 | 52 | 85 | 81
O=C1/C(=C/c2ccccc2O)N=C2SCCCN12 | 101 | 102 | 81 | 82 | 131 | 103 | 88 | 115
O[C@H]1CO[C@H]2[C@@H]1OC[C@@H]2Oc1ccc(Nc2ncc(F)c(Nc3ccc(O[C@H]4CO[C@H]5[C@@H]4OC[C@@H]5O)c(Cl)c3)n2)cc1Cl | 104 | / | 89 | 92 | 104 | 117 | 110 | 103
N#Cc1c(NN)nc(=S)[nH]c1-c1cccs1 | 92 | 99 | 104 | 101 | 98 | 97 | 94 | 89
O=C(c1ccccc1)C1C(c2ccccc2)C1[N+](=O)[O-] (centres undefined) | 96 | 105 | 90 | 109 | 95 | 97 | 101 | 87
Clc1ccc(Nc2nc(Nc3ccccc3)nc(Nc3ccc(-c4cc(-c5ccc(Cl)cc5)on4)cc3)n2)cc1 | 39 | 41 | / | 70 | 71 | 51 | 76 | 52
Cn1c(=O)n(C)c2ccccc21 | 104 | 110 | 101 | 100 | 108 | 108 | 98 | 98
CCNS(=O)(=O)c1ccc(Cl)cc1 | 93 | 90 | 93 | 101 | 97 | 98 | 86 | 86
CC(C)N(C(N)=O)c1ccc2c(c1)OCO2 | 94 | 107 | 103 | / | 102 | 105 | 110 | 107
COc1ccccc1N=NNc1ccc(S(=O)(=O)NC(C)=O)cc1 | 105 | 93 | / | / | / | 110 | 88 | 104
COc1c(O)cc2oc3cc(O)c(CC=C(C)C)c(O)c3c(=O)c2c1C/C=C(\C)CCC=C(C)C | 45 | 52 | / | 82 | / | / | 41 | 6.2*
Cn1cnc2cc(CN3CCC(OCc4ccc(F)c(F)c4)CC3)ccc21 | 103 | 100 | / | 99 | 28 | 95 | 88 | 101
COc1ccc(OC)cc1 | 104 | / | 78 | 101 | 95 | 98 | 96 | 92
CC(C)(C)CC(C)(C)c1ccc(OCCOCC[N+](C)(C)CC(=O)[O-])cc1 | 101 | 104 | 105 | / | / | / | 106 | 94
CN(C)c1ccc(N=Cc2cc[n+](C)cc2)cc1 | 93 | 102 | 96 | 95 | 90 | 105 | 114 | 61
O=C(/C(=N\Nc1ccc([N+](=O)[O-])cc1)c1ccccc1)c1ccccc1 | 76 | 92 | / | 65 | 75 | 81 | 95 | 64
Nc1[nH]c(=O)[nH]c(=O)c1NCc1ccccc1 | 94 | 102 | 75 | / | 103 | 103 | 98 | 99
COc1ccc(/C=c2\c(=O)n(-c3ccccc3)c3nnc(N4NC5=C(CCc6ccccc65)C4c4ccc(Cl)cc4)n23)cc1 (centres undefined) | 96 | 102 | 78 | 89 | 52 | 32 | 82 | 65
COc1ccc(/C(=C2\O[C@@H]([C@H]3COC(C)(C)O3)[C@H]3OC(C)(C)O[C@@H]23)c2cc(OC)c(OC)c(OC)c2)cc1O | 84 | 7.9* | / | 90 | 48 | 64 | 48 | 60
CC(C)(CO)CN1CCCC1 | 100 | 106 | 93 | / | 101 | 107 | 93 | 98
COc1ccc(-c2cn3ccnc3c(-c3ccc4ncn(C5CCCCC5)c4c3)n2)cc1 | 31 | 11 | 48 | 43 | 6.7* | 4.4* | / | 17
O=C(O)CCNC(=O)c1nc(-c2ccccc2)n(-c2ccc([N+](=O)[O-])cc2)n1 | 101 | 103 | 95 | 103 | 106 | 122 | 103 | 108
CC1=C(C)C(=O)C(Nc2cccc(C)c2)=C(Br)C1=O | 101 | 104 | -35* | 69 | 17 | 36 | 91 | -30*
Cc1ccc(Nc2cccc3ccccc23)cc1 | 90 | 90 | / | 101 | 85 | 77 | 92 | 77
CCCNNC(=O)/C=C/c1ccc(CNCCc2c(C)[nH]c3ccccc23)cc1 | 14[2.5 µM] | 18[2.5 µM] | -5.2*[2.5 µM] | 50[2.5 µM] | 28[2.5 µM] | 16[2.5 µM] | 3.8*[2.5 µM] | 13[2.5 µM]
COc1ccc(Cn2c(C)cc3c2CSCC3=O)cc1 | 77[100 µM] | 82[100 µM] | 54[100 µM] | 59[100 µM] | / | 38[100 µM] | 76[100 µM] | 99[100 µM]
